From PubChem BioAssay
D1 allo mod – D1 CRE-luciferase signal change, two-sided – cell-based, HEK293 D1, dopamine EC30, D1 allosteric modulator project, primary screen | D(1A) dopamine receptor (Homo sapiens), P21728 | dopamine EC30 potentiation; actives deviate in either direction | B-score at 10 µM | 5.9% of 58,000 active | AID 641, 2007;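 active = luminescence count or its row- and column-corrected plate score outside the 99.7% band of the plate's sample wells, on either side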
Target sequence (P21728 whole entry, looked up): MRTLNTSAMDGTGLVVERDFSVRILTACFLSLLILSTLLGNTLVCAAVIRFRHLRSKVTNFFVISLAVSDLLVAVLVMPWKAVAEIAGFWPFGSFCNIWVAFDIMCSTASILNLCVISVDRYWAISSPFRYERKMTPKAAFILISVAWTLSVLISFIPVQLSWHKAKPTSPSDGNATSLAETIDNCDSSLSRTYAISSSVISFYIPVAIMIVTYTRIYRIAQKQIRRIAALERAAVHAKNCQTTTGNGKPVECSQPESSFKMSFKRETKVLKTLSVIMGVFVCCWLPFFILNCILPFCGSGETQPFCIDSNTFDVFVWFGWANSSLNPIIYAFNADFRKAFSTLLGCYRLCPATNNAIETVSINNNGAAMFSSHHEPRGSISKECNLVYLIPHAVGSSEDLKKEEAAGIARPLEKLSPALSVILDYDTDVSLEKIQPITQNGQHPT
Cdc25B inh – inhibitors of Cdc25B phosphatase catalytic domain, primary screen, biochemical, OMFP fluorescence; M-phase inducer phosphatase 2 (Homo sapiens), P30305; recombinant Cdc25B, OMFP fluorescence Ex485/Em525; inhibition, %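 (compounds tested at 10 µM final in the well)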; 0.1% of 65,000 active; in the data active = inhibition above about 50%
AP complement – alternative complement pathway inhibitors, primary screen, biochemical, ELISA, human serum, orthogonally pooled compounds; LPS-coated ELISA, C3 deposition; tested in compound mixtures; inhibition, % at 5 µM; 0.08% of 62,000 active; AID 1235, 2008;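 active = inhibition above 30% in each of the two pooled mixtures holding the compound, so the lower value exceeds 30%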;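 also: 0% = serum in Mg-EGTA without compound and 100% = EDTA serum blank; some compounds past the cut are filed as inactive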
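Test system: human serum complement alternative pathway, C3 deposition onto LPS / Medium: Mg2+-EGTA GVB++ buffer containing human serum at 1:15 dilution / Probe or stimulus: Plate-bound LPS / Times: 1 h at 37 °C / Signal: ELISA with HRP anti-human C3 antibody, TMB substrate, absorbance 450 nm / Measure: percent inhibition / Repeats: two pool placements per compound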
MKP-1 inh – MKP-1 phosphatase inhibitors, primary screen, biochemical, in vitro; 0.15% of 65,000 active; inhibition, %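 (compounds tested at a single concentration somewhere between 10 and 100 µM)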; recombinant MKP-1, OMFP hydrolysis fluorescence; AID 374, 2006; Dual specificity protein phosphatase 1 (Homo sapiens), P28562;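 active = inhibition above about 50%, limit read from the data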;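 also: 0% = DMSO max control wells and 100% = wells with enzyme stopped by NaOH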
Target sequence (P28562 whole entry, looked up): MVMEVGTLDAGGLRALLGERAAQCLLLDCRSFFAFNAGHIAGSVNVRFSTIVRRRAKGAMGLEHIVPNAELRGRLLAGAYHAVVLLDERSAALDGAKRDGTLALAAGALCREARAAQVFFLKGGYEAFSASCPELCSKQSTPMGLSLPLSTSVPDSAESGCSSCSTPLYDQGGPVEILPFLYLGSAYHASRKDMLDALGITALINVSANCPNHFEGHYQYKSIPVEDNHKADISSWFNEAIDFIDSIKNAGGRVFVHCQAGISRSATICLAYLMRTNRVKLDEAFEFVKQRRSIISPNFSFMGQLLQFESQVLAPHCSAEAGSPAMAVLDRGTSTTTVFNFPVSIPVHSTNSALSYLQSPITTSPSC
Hsp90 block – tumor Hsp90 inhibitors, primary screen, cell lysate, fluorescence polarization, NCI-N417 lysate; AID 429, 2006; inhibition, % at 30 µM; Heat shock protein HSP 90-alpha (Homo sapiens), P07900; Cy3B-geldanamycin FP displacement; 0.35% of 64,000 active;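 active = inhibition above 50%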;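 also: 0% = tracer plus lysate wells and 100% = tracer alone without lysate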
CatB mix inh – cathepsin B inhibitors from pooled compounds, primary screen, biochemical, compound mixtures, AMC fluorescence | Purified cathepsin B, AMC dipeptide fluorescence | inhibition, %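 (ten-compound pools at 5 µM per compound and 50 µM total)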 | 0.06% of 62,000 active | AID 488, 2006; in the data active = inhibition above about 22%, passing the limit was not always enough;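 also: 0% = enzyme without compound and 100% = no enzyme blank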
CatB block – human cathepsin B inhibitors, primary screen, biochemical, fluorogenic substrate | P07858 | purified cathepsin B, fluorescence | inhibition, %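 (tested at 10 µM)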 | 0.1% of 63,000 active; in the data active = inhibition above about 21%;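 also: 0% = enzyme with no compound and 100% = no enzyme blank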
Ecoli tolC – growth inhibitors of E. coli tolC mutant, primary screen, strain BW25113 ΔtolC::kan, 384-well; OD615; growth inhibition, % at 10 µM (by protocol); 2.2% of 65,000 active; AID 573, 2007;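 active = growth inhibition at or above a cutoff equal to the mean over every tested compound plus 3 SD, cut at about 60% in these data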;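 also: growth measured after 20 h incubation at 37 °C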
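Material: E. coli BW25113 ΔtolC::kan, tolC deletion mutant strain. Measure: percent growth inhibition. Schedule: 37 °C, 20 h exposure. Doses: single-point testing at 10 µM. Signal: A615 absorbance measurement. Buffer or medium: kanamycin-containing LB broth (50 µg/mL).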
Ec RNAP inh – E. coli RNAP inhibitors, biochemical. DNA-directed RNA polymerase subunit beta (Escherichia coli (strain K12)), P0A8V2. E. coli RNA polymerase, fluorescence transcription assay. inhibition, %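 (tested at 10 µM)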. 0.2% of 62,000 active. AID 559, 2006; in the data active = inhibition above about 20%;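 also: 0% = enzyme without compound and 100% = no enzyme blank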
Starred values were filed as active, the others as inactive. Outcome played no part in choosing rows; about 7.6% have a hit in one of these screens.

Preview (3 entries):
Results for CCOC(=O)N1CCC(NS(=O)(=O)c2ccc3c(c2)oc(=O)n3C)CC1 ?
D1 allo mod: 0.067; Cdc25B inh: 4; AP complement: -7; MKP-1 inh: 20; Hsp90 block: 0; CatB mix inh: -2; CatB block: 2; Ecoli tolC: -4; Ec RNAP inh: -8

What do the screens show for `COC(=O)c1cccc(CSc2nnc(-c3ccco3)n2-c2ccccc2)c1`?
D1 allo mod: 4.2*; Cdc25B inh: -14; AP complement: -4; MKP-1 inh: -32; Hsp90 block: -5; CatB mix inh: 4; CatB block: 6; Ecoli tolC: 20; Ec RNAP inh: 9

Results for N#Cc1c(/N=C/N2CCOCC2)sc2c1CCCCC2 ?
D1 allo mod: -0.28; Cdc25B inh: -8; AP complement: -6; MKP-1 inh: 8; Hsp90 block: -3; CatB mix inh: 3; CatB block: 10; Ecoli tolC: 1; Ec RNAP inh: 13

The list itself, from the start:
Results for CCOC(=O)N1CCC(NS(=O)(=O)c2ccc3c(c2)oc(=O)n3C)CC1 ?
D1 allo mod: 0.067; Cdc25B inh: 4; AP complement: -7; MKP-1 inh: 20; Hsp90 block: 0; CatB mix inh: -2; CatB block: 2; Ecoli tolC: -4; Ec RNAP inh: -8

What do the screens show for `COC(=O)c1cccc(CSc2nnc(-c3ccco3)n2-c2ccccc2)c1`?
D1 allo mod: 4.2*; Cdc25B inh: -14; AP complement: -4; MKP-1 inh: -32; Hsp90 block: -5; CatB mix inh: 4; CatB block: 6; Ecoli tolC: 20; Ec RNAP inh: 9

Results for N#Cc1c(/N=C/N2CCOCC2)sc2c1CCCCC2 ?
D1 allo mod: -0.28; Cdc25B inh: -8; AP complement: -6; MKP-1 inh: 8; Hsp90 block: -3; CatB mix inh: 3; CatB block: 10; Ecoli tolC: 1; Ec RNAP inh: 13

What do the screens show for `CC(CCc1ccccc1)NC(=O)c1cccnc1` (stereo not drawn)?
D1 allo mod: -0.24; Cdc25B inh: -14; AP complement: 9; MKP-1 inh: -12; Hsp90 block: -2; CatB mix inh: 2; CatB block: -1; Ecoli tolC: -5; Ec RNAP inh: 2

Results for Cc1ccc(C)c2[nH]c(=O)c(CCNC(=O)c3ccc(S(=O)(=O)N(C)C)cc3)cc12 ?
D1 allo mod: 1.9; Cdc25B inh: 10; AP complement: 1; MKP-1 inh: 11; Hsp90 block: -3; CatB mix inh: 2; CatB block: 0; Ecoli tolC: 4; Ec RNAP inh: 5

Results for COc1cccc(-c2cc(C(=O)Nc3c(C)nn(Cc4ccccc4C)c3C)no2)c1 ?
D1 allo mod: -0.14; Cdc25B inh: -16; AP complement: 4; MKP-1 inh: 11; Hsp90 block: -2; CatB mix inh: -3; CatB block: 1; Ecoli tolC: 71*; Ec RNAP inh: 3

Results for CCC(C)OC(=O)C1=C(C)NC2=C(C(=O)C(C(=O)OC)C(C)C2)C1c1ccc(N(C)C)cc1 (stereo not drawn) ?
D1 allo mod: 1.2; Cdc25B inh: 1; AP complement: 7; MKP-1 inh: 27; Hsp90 block: -2; CatB mix inh: 3; CatB block: 3; Ecoli tolC: 27; Ec RNAP inh: 2

What do the screens show for `CCN(CC)C(=O)c1sc2nc(-c3ccncc3)[nH]c(=O)c2c1C`?
D1 allo mod: -0.12; Cdc25B inh: -20; AP complement: -2; MKP-1 inh: 1; Hsp90 block: 0; CatB mix inh: 9; CatB block: -1; Ecoli tolC: -2; Ec RNAP inh: 9

How did C=CCn1c(SC/C=C/c2ccccc2)nnc1-c1sc(N)nc1C do in these assays?
D1 allo mod: -0.53; Cdc25B inh: -7; AP complement: 10; MKP-1 inh: 1; Hsp90 block: 4; CatB mix inh: 5; CatB block: 0; Ecoli tolC: 19; Ec RNAP inh: -1

How did CCOc1ccc(OCC)c(NC(=O)CC2Oc3ccc(C)cc3NC2=O)c1 (stereo not drawn) do in these assays?
D1 allo mod: 2.7*; Cdc25B inh: -13; AP complement: 4; MKP-1 inh: 8; Hsp90 block: 4; CatB mix inh: 5; CatB block: 5; Ecoli tolC: 9; Ec RNAP inh: 7

How did c1coc(C2Nc3ccccc3-c3nc4ccccc4n32)c1 (stereo not drawn) do in these assays?
D1 allo mod: -0.36; Cdc25B inh: -3; AP complement: -1; MKP-1 inh: 19; CatB mix inh: -6; CatB block: -11; Ecoli tolC: 9; Ec RNAP inh: -6

Results for COC(=O)Cc1cc(=O)n(-c2ccccc2)[nH]1 ?
Cdc25B inh: 5; AP complement: 1; MKP-1 inh: 5; Hsp90 block: -11; CatB mix inh: 1; CatB block: 8; Ecoli tolC: 14; Ec RNAP inh: 2

How did Cc1cccc(C)c1NC1=NC2(CCCCC2)N=C(N)N1 do in these assays?
D1 allo mod: 1.1; Cdc25B inh: 1; AP complement: 17; MKP-1 inh: -4; Hsp90 block: -9; CatB mix inh: 2; CatB block: -2; Ecoli tolC: -1; Ec RNAP inh: 0

How did COCCCn1cnc2c(c1=O)c1nc3ccccc3nc1n2-c1ccc(C)cc1 do in these assays?
Cdc25B inh: -6; AP complement: -3; MKP-1 inh: 41; Hsp90 block: 4; CatB mix inh: 2; CatB block: 7; Ecoli tolC: 4; Ec RNAP inh: 10

How did Cc1ccc2nc(SCC(=O)Nc3c(C)n(C)n(-c4ccccc4)c3=O)[nH]c2c1 do in these assays?
D1 allo mod: 1.4; Cdc25B inh: 24; AP complement: 5; MKP-1 inh: 6; Hsp90 block: -2; CatB mix inh: 3; CatB block: 2; Ecoli tolC: -26; Ec RNAP inh: -3

What do the screens show for `CCN(CC)CCSc1nc(O)c(-c2ccccc2)c(=O)[nH]1`?
D1 allo mod: 0.32; Cdc25B inh: -11; AP complement: -7; MKP-1 inh: -1; Hsp90 block: -3; CatB mix inh: -2; CatB block: 0; Ecoli tolC: -23; Ec RNAP inh: 8

What do the screens show for `Cc1cc(C(=O)NCc2ccco2)cs1`?
D1 allo mod: 0.17; Cdc25B inh: -3; AP complement: 5; MKP-1 inh: 25; CatB mix inh: 4; CatB block: 4; Ecoli tolC: 1; Ec RNAP inh: -4

How did Cc1c(O)ccc2c3c(c(=O)oc12)CCC(C)C3 (stereo not drawn) do in these assays?
D1 allo mod: 2; Cdc25B inh: -8; AP complement: 14; MKP-1 inh: 13; Hsp90 block: -4; CatB mix inh: -1; CatB block: -4; Ecoli tolC: 30; Ec RNAP inh: -67

Results for C=CCN(C(=O)CCC(=O)O)C1CC(=O)N(c2ccc(OCCC)cc2)C1=O (stereo not drawn) ?
Cdc25B inh: 18; MKP-1 inh: -18; Hsp90 block: 0; CatB block: -1; Ecoli tolC: 0; Ec RNAP inh: 5

What do the screens show for `Cn1c(=O)[nH]c(=O)c2c1nc(Br)n2Cc1ccccc1Cl`?
D1 allo mod: 2.3; Cdc25B inh: 2; AP complement: -21; MKP-1 inh: 5; Hsp90 block: 1; CatB mix inh: 1; CatB block: 5; Ecoli tolC: -7; Ec RNAP inh: 4

Fetched one by one from the list above:
How did c1coc(C2Nc3ccccc3-c3nc4ccccc4n32)c1 (stereo not drawn) do in these assays?
D1 allo mod: -0.36; Cdc25B inh: -3; AP complement: -1; MKP-1 inh: 19; CatB mix inh: -6; CatB block: -11; Ecoli tolC: 9; Ec RNAP inh: -6

How did Cc1ccc2nc(SCC(=O)Nc3c(C)n(C)n(-c4ccccc4)c3=O)[nH]c2c1 do in these assays?
D1 allo mod: 1.4; Cdc25B inh: 24; AP complement: 5; MKP-1 inh: 6; Hsp90 block: -2; CatB mix inh: 3; CatB block: 2; Ecoli tolC: -26; Ec RNAP inh: -3

Next structures:
Results for Cc1ccc(CNS(=O)(=O)c2ccc(C(C)(C)C)cc2)n1C ?
D1 allo mod: 0.22; Cdc25B inh: -11; AP complement: 10; MKP-1 inh: 24; Hsp90 block: -17; CatB mix inh: -3; CatB block: 2; Ecoli tolC: 14; Ec RNAP inh: 4

Results for O=C(NCCC1=CCCCC1)C1CCN(S(=O)(=O)N2CCOCC2)CC1 ?
D1 allo mod: 0.014; Cdc25B inh: 0; AP complement: -3; MKP-1 inh: 0; Hsp90 block: 0; CatB mix inh: 3; CatB block: 2; Ecoli tolC: -14; Ec RNAP inh: 3

How did CCOc1ccc(C)cc1S(=O)(=O)n1ccnc1 do in these assays?
D1 allo mod: 0.5; Cdc25B inh: -1; AP complement: 1; MKP-1 inh: 2; Hsp90 block: -1; CatB mix inh: -1; CatB block: -6; Ecoli tolC: -1; Ec RNAP inh: 5

How did CC1CCCN(C(=O)C23CCC(C)(C(=O)C2)C3(C)C)C1 (stereo not drawn) do in these assays?
D1 allo mod: -0.06; Cdc25B inh: -20; AP complement: 0; MKP-1 inh: 2; Hsp90 block: -1; CatB mix inh: 2; CatB block: 2; Ecoli tolC: 10; Ec RNAP inh: 4

What do the screens show for `COc1ccccc1-c1cc(C(=O)Nc2ccccc2SC)no1`?
D1 allo mod: -0.17; Cdc25B inh: -13; AP complement: 5; MKP-1 inh: 7; Hsp90 block: -2; CatB mix inh: -2; CatB block: 7; Ecoli tolC: -32; Ec RNAP inh: 2

Results for Cn1c2ccccc2c2c(C(=O)NCC3CCCO3)cn(C3CCCC3)c(=O)c21 (stereo not drawn) ?
D1 allo mod: 0.87; Cdc25B inh: -1; AP complement: 8; MKP-1 inh: -3; Hsp90 block: -6; CatB mix inh: 6; CatB block: 0; Ecoli tolC: -5; Ec RNAP inh: 6

What do the screens show for `COc1ccc(N2C(=O)CC(c3ccc(OC(C)C)cc3)C2=O)cc1` (stereo not drawn)?
Cdc25B inh: -10; AP complement: 13; MKP-1 inh: 1; Hsp90 block: -1; CatB mix inh: 3; CatB block: 0; Ecoli tolC: 9; Ec RNAP inh: -1

What do the screens show for `CCOC(=O)CSC1=C(C#N)C(c2ccccc2F)C(C(C)=O)=C(C)N1` (stereo not drawn)?
Cdc25B inh: -11; AP complement: 14; MKP-1 inh: 22; Hsp90 block: -3; CatB mix inh: 2; CatB block: 5; Ecoli tolC: 36; Ec RNAP inh: 0

How did CCc1nc2oc3ccccc3c(=O)c2c(=O)n1-c1ccccc1 do in these assays?
D1 allo mod: 0.88; Cdc25B inh: -4; AP complement: 5; MKP-1 inh: -7; Hsp90 block: 2; CatB mix inh: 5; CatB block: -2; Ecoli tolC: -22; Ec RNAP inh: 10

Results for COc1ccc(NC(=O)Cn2nnc(-c3ccccc3NC(=O)C3CC3)n2)cc1 ?
D1 allo mod: 0.63; Cdc25B inh: -3; AP complement: 6; MKP-1 inh: 4; Hsp90 block: 2; CatB mix inh: 5; CatB block: -1; Ecoli tolC: -4; Ec RNAP inh: 11

Results for CC(CCc1ccco1)NC(=O)CSc1cc(=O)n(C)c2ccccc12 (stereo not drawn) ?
D1 allo mod: 0.065; Cdc25B inh: -26; AP complement: 8; MKP-1 inh: 13; Hsp90 block: 0; CatB mix inh: 1; CatB block: 2; Ecoli tolC: 11; Ec RNAP inh: -8

How did O=C(NC1CCCCC1)N1CCSC1=Nc1ccccc1 do in these assays?
Cdc25B inh: -11; MKP-1 inh: -17; Hsp90 block: -4; CatB block: -2; Ecoli tolC: 3
